# ABHD5 PLIN5 PPI: ABHD5-PLIN5 protein interaction inhibition. AID 602281. 360,000 tested, 0.78% active. Q00G26+Q8WTS1. Split G. princeps luciferase complementation, luminescence, 4 h. inhibition, % at 4 µM;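 active = inhibition above the mean inhibition across every tested compound plus 3 SD, cut at about 22% in these data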;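 also: 0% = DMSO only wells and the 100% control is not disclosed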
# Target sequence (Q00G26 whole entry, looked up): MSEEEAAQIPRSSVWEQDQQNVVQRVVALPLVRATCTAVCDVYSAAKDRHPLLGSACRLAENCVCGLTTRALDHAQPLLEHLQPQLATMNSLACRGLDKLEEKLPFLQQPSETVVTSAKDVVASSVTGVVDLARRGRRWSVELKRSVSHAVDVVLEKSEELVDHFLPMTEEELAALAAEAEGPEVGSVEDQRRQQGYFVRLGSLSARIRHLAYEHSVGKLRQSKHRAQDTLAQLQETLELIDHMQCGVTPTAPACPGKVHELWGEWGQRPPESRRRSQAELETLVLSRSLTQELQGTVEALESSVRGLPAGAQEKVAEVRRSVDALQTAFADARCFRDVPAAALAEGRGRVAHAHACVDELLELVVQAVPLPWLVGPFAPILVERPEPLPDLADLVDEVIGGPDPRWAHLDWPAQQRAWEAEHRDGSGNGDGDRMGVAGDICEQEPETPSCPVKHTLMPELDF
# Target sequence (Q8WTS1 whole entry, looked up): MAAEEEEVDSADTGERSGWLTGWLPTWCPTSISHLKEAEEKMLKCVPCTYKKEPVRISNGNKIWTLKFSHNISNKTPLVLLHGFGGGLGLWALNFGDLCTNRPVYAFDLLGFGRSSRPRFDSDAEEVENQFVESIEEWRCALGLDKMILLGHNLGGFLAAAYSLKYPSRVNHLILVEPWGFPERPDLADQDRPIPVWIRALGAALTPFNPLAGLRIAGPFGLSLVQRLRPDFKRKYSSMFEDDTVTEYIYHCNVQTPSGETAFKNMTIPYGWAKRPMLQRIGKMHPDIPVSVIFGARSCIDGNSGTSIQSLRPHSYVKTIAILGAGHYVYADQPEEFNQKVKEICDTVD
# aDG glyco act: alpha-DG glycosylation activation; activation, % at 10 µM; 360,000 tested, 0.22% active; AID 624168; Pro5-aDG cells, alpha-DG glycosylation AlphaScreen (IIH6); 0% Pro5, 100% B10-LARGE cell signal;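 active = activation of at least 8% versus controls, or a plate z-score of at least 8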;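 also: Pro5 are CHO cells carrying HIG-tagged alpha-DG that lacks glycosylation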
# TLR9-MyD88 inh: inhibitors of human TLR9-MyD88 binding; Q9NR96+Q99836; CHO BLA complementation TLR9-MyD88, CCF4 FRET ratio; inhibition, % at 4.98 µM; 340,000 tested, 0.21% active; AID 504734;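 active = inhibition above the mean over all tested compounds plus 3 SD, cut at about 21% in these data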;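 also: 0% = DMSO only wells and 100% = clavulanate BLA inhibitor control wells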
# NOD2 RIPK2 PPI: blocks binding of human NOD2 to RIPK2. CHO BLA complementation NOD2-RIPK2, CCF4 ratio. inhibition, % at 4.98 µM. AID 624267. 360,000 tested, 0.38% active. O43353; in the data active = inhibition above about 21%;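 also: 0% = vehicle only and 100% = reference blocker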
# MC4R barr agon: agonists of human melanocortin 4 receptor (MC4R) beta-arrestin; AID 540308; 360,000 tested, 0.98% active; activation, % at 8.9 µM; U2OS MC4R beta-arrestin complementation, luminescence; percent of melanotan II response, DMSO zero;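 active = activation above a per-plate cutoff, the mean activation of sample wells on that plate plus 3 SD, cut at about 8% in these data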
# Glyco luc inh: N-linked glycosylation inhibition. D54 ERlucT glycosylation luciferase reporter, 24 h; percent of 100 nM tunicamycin response. reporter increase, % at 12.5 µM. 360,000 tested, 0.23% active. AID 588692;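 active = mean luciferase reporter signal, scaled so untreated is 0 and the glycosylation-blocking control 100, at or above a set limit in every replicate; inconclusive = mean reaches the limit but not every replicate does; inactive = mean below the limit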;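 also: luciferase carries N-glycosylation sites so blocking glycosylation raises the light; 0% = median of neutral control wells and 100% = median of 100 nM tunicamycin wells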
# ABCB6 inh MLPCN: inhibitors of human ABC transporter ABCB6; Q9NP58; K562-ABCB6 porphyrin accumulation, flow cytometry, 1 h; stronger effect = lower value; fluorescence ratio to DMSO, % at 10 µM; 360,000 tested, 0.19% active; AID 602162;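 active = fluorescence ratio to DMSO below 75%, the collection mean minus 3 SD; inconclusive = too few cells collected in the well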;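 also: signal is porphyrin accumulated inside mitochondria; 100% equals median channel fluorescence of DMSO control wells; lower ratio means ABCB6 inhibition with less porphyrin fluorescence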
# Vif inh: inhibitors of HIV Vif; HEK293T cells, Vif self-association by quenched fluorescence, imaging, 24 h; inhibition, % at 7.49 µM; 340,000 tested, 0.35% active; in the data active = inhibition above about 50%, passing the limit was not always enough; inconclusive = no clear call, values can overlap the other calls; inactive = below about 31%; also: some results filed as inactive read as strong as hits
# Granule exo inh: blocks lytic granule exocytosis; TALL-104 LAMP-1 surface exposure, flow cytometry; cells stimulated with thapsigargin and PMA; inhibition, % at 10 µM; 360,000 tested, 0.66% active; AID 651702;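 active = inhibition above about 55%, limit read from the data; inconclusive = no clear call, values can overlap the other calls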
# MC4R antag cAMP: blocks human MC4R cAMP signaling | P32245 | MC4R-expressing cells, MTII-stimulated cAMP, LANCE TR-FRET | inhibition, % at 6.5 µM | 360,000 tested, 0.48% active;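 active = inhibition above its plate's cutoff, the mean of tested wells on that plate plus 3 SD, cut at about 29% in these data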;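 also: 0% = Melanotan II alone and 100% = Melanotan II plus saturating MCL0020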
#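 Assay system: human MC4R-expressing U2OS cells; reagent: Melanotan II stimulation of cells; dosing: 6.5 µM single dose; timing: compound 30 min, challenge 1 h, detection 1 h; signal: TR-FRET cAMP assay; replicates: one well per compound, no replicates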
# Numbers without * were called inactive; ? = inconclusive; nt = not tested or not shown. These rows are one share of the data; the hit share may differ from the screen's.
item	SMILES	ABHD5 PLIN5 PPI	aDG glyco act	TLR9-MyD88 inh	NOD2 RIPK2 PPI	MC4R barr agon
1	COc1ccc(Cc2nc3ccc(C(=O)NCC(C)(C)OC)cc3o2)cc1	1	0.0	6	2	0.3
2	CCOC(=O)C1=CCN(S(=O)(=O)c2ccc(F)cc2)C1c1ccc(C)cc1 (configuration not stated)	-5	0.0	nt	-4	nt
3	O=C(c1ccc(S(=O)(=O)Nc2ccccc2F)cc1)N1CCC1	0	-0.1	1	2	0.2
4	COc1ccccc1NC(=O)CN(C)S(=O)(=O)c1ccc2c(c1)CCC(=O)N2	-7	-0.3	-10	4	0.4
5	O=S(=O)(c1ccc(NCCOCCO)nc1)N1CCCCC1	-8	-0.3	-1	-10	-1.4
6	Cc1nnc2n1NC(c1ccc(Cl)cc1)C(C(=O)N1CCC(C)CC1)S2 (configuration not stated)	-4	-0.2	5	-6	-2.3
7	COc1ccc(C(=O)Nc2cnc(NC(=O)c3cccs3)cc2C)cc1	0	-0.1	-3	12	-0.1
8	Cc1ccc(NC(=O)C2(NC(=O)c3ccccn3)CCCCC2)cc1Br	7	0.0	9	1	-1.5
9	Cc1ccccc1CN1C(=O)Nc2ccccc2C(=O)N1C(C)(C)C	3	-0.1	7	3	-0.6
10	Cc1cccc(C)c1NC(=O)C1(C)CCC(=O)N1C1CC1 (configuration not stated)	4	-0.1	nt	-14	nt
11	Cc1ccc(C)c(/C(O)=C2/C(=O)C(=O)N(CCN3CCOCC3)C2c2ccco2)c1 (configuration not stated)	-3	-0.1	-3	-5	-1.3
12	CC(C)CNC(=O)NC1(C(F)(F)F)Oc2ccccc2O1	-1	-0.1	2	-9	-3.0
13	Cc1c(Cl)c([N+](=O)[O-])nn1CC(=O)Nc1c(C)n(C)n(-c2ccccc2)c1=O	3	-0.1	-6	-4	-0.3
14	CC(C)NC(=O)N(C)C[C@H]1Oc2c(NS(=O)(=O)c3ccc(F)cc3)cccc2C(=O)N([C@H](C)CO)C[C@@H]1C	-2	4.4	-2	-12	-1.5
15	Cc1ccc(CNc2ncc(-c3ccc4c(c3)OCO4)n2C)cc1	0	1.0	-4	5	1.2

item	Glyco luc inh	ABCB6 inh MLPCN	Vif inh	Granule exo inh	MC4R antag cAMP
1	-2	98	19	-11	2
2	2	94	nt	-4	nt
3	2	94	10	-6	0
4	2	105	-8	-7	-1
5	0	94	-5	-1	2
6	1	99	7	-4	3
7	-1	96	4	4	7
8	0	108	12	-3	-3
9	0	137	-3	-1	2
10	-1	93	nt	-2	nt
11	2	92	nt	1	7
12	2	106	-5	-1	-1
13	-1	91	21	0	7
14	1	96	-2	-7	10
15	2	97	0	-3	14

# Other structures.
item	SMILES	ABHD5 PLIN5 PPI	aDG glyco act	TLR9-MyD88 inh	NOD2 RIPK2 PPI	MC4R barr agon
16	Cc1cccc(-c2nsc(SCC(=O)NCc3ccco3)n2)c1	1	0.3	1	-7	1.5
17	Cc1cccc(NC(=O)c2cc(S(=O)(=O)N(C)c3ccc(F)cc3)ccc2Cl)n1	-5	0.4	-5	1	-1.6
18	C=CCn1c(N)cc(=O)nc1SCC(=O)Nc1ccc2ccccc2c1	3	0.0	-1	-17	-0.7
19	O=C(Nc1cccc(Cl)c1Cl)c1cc(S(=O)(=O)NCCc2ccccc2)ccc1F	-11	0.3	4	2	-2.5
20	COc1ccc(CNC(=O)c2cccnc2Sc2ccc(Cl)cc2)cc1	89*	-0.1	0	-10	6.7
21	O=C(Nc1cccc(-c2nc3ccccc3s2)c1)C1=COCCO1	5	0.2	0	1	-1.1
22	CCc1cccc(CC)c1NC(=S)Nc1ccc2cn[nH]c2c1	-5	0.1	4	-7	-0.9
23	CCN(CC)S(=O)(=O)c1cc(NC(=O)CSc2nnc(N)s2)ccc1C	-7	-0.2	2	7	-1.6
24	CC(C)Cc1nc(N2CCN(C(=O)C(C)C)CC2)c(C#N)c2c1CCC2	2	0.3	-6	3	0.8
25	CSc1ccc(S(=O)(=O)NCCCOC(C)C)cc1	-6	-0.4	-8	-5	-2.3
26	CCCCN(CCCC)c1nc(-c2ccncc2)nc2ccccc12	6	-0.1	-5	-7	-1.3
27	COc1cccc(CN(C)C[C@@H]2OCc3ccccc3-c3c(n(C)c4ccccc34)C(=O)N([C@@H](C)CO)C[C@H]2C)c1	2	0.5	-9	0	0.8
28	Cc1cc(C(=O)OCC(=O)NC(C)c2ccccc2)c(C)o1 (configuration not stated)	1	0.4	-4	4	-2.0
29	O=C1[C@@H]2CSCN2C(=O)CN1Cc1ccc(F)cc1	-2	0.1	1	3	-2.2
30	COc1cc(/C(C)=N/NC(=S)NC(C)C)cc(OC)c1OC	6	2.1	9	0	0.7

item	Glyco luc inh	ABCB6 inh MLPCN	Vif inh	Granule exo inh	MC4R antag cAMP
16	1	94	4	7	5
17	1	92	nt	-4	1
18	2	113	-7	1	0
19	2	91	20	-3	5
20	-2	97	-5	-3	6
21	1	98	4	-4	3
22	1	98	nt	7	16
23	1	84	-3	4	-3
24	-1	95	-16	-3	5
25	1	101	3	-3	-7
26	2	101	0	93*	13
27	-2	97	nt	-2	-3
28	-1	95	-11	-1	3
29	1	101	-9	-4	-3
30	10	111	3	-3	-31

# Brought forward from above: 2 entries, followed by the next part.
item	SMILES	ABHD5 PLIN5 PPI	aDG glyco act	TLR9-MyD88 inh	NOD2 RIPK2 PPI	MC4R barr agon
29	O=C1[C@@H]2CSCN2C(=O)CN1Cc1ccc(F)cc1	-2	0.1	1	3	-2.2
30	COc1cc(/C(C)=N/NC(=S)NC(C)C)cc(OC)c1OC	6	2.1	9	0	0.7
31	O=C(COC(=O)CNC(=O)c1ccc(Cl)cc1Cl)NC(=O)NCc1ccccc1	4	0.1	1	-8	-2.1
32	CCc1cc(C(=O)N=Nc2c(O)[nH]c3ccc([N+](=O)[O-])cc23)c2ccccc2n1	6	-0.4	6	1	-2.3
33	CSc1ccc(C#N)cc1NC(=O)c1cccc(Cl)c1	-1	0.4	8	-3	-0.9
34	COc1cc(C(=O)NCCSc2ccccc2)cc(OC)c1OC	-1	0.0	-6	-6	-1.2
35	Cc1ccc(NC(=O)CSCC(=O)Nc2ccccc2N2CCCCC2)cc1	-9	0.6	-4	-7	0.9
36	O=C(CSc1ccccn1)Nc1ccc(Cl)c([N+](=O)[O-])c1	-3	0.0	3	-5	0.5
37	CCn1c(=O)c(CCC(=O)N2CCN(c3ccccn3)CC2)c(C)c2c(C)nn(-c3cccc(C)c3)c21	3	0.4	3	-15	-2.4
38	CCCCCCSc1nc(O)c(C2OC(=O)c3c2ccc(OC)c3OC)c(=O)n1-c1ccccc1 (configuration not stated)	5	1.6	8	-8	1.5
39	O=C(CCCCCN1C(=O)c2ccccc2C1=O)Nc1ccc(C(=O)O)cc1	-3	0.0	2	11	-0.7
40	CCCCCCCCCCOC(=O)c1csc2nnsc12	-4	-0.3	1	-49	-2.1
41	CCn1ncc(Br)c1C(=O)Nc1cc(C)ccc1F	-8	0.0	-3	-3	-0.4
42	Cc1ccc(S(=O)(=O)NCCc2ccccc2)cc1	0	-0.4	7	-5	-1.0
43	CCS(=O)(=O)N1CCN(c2ccc([N+](=O)[O-])c(N3CCOCC3)c2)CC1	-1	-0.4	0	6	-2.2
44	COc1ccc(Nc2c(-c3ccc(F)cc3)nc3nc(C)cc(C)n23)cc1	2	0.0	nt	-2	nt
45	O=C(Nc1ccc2c(c1)nc1n2CCN(Cc2ccccc2)C1)c1cccs1	3	-0.1	-3	5	-1.4

item	Glyco luc inh	ABCB6 inh MLPCN	Vif inh	Granule exo inh	MC4R antag cAMP
29	1	101	-9	-4	-3
30	10	111	3	-3	-31
31	1	93	7	-10	28
32	2	104	3	-6	0
33	-3	97	nt	-1	4
34	4	98	6	3	5
35	-2	101	nt	0	7
36	-1	97	5	-2	-2
37	1	95	-2	10	7
38	1	100	14	8	6
39	4	94	-20	3	7
40	2	107	-3	1	4
41	0	105	-6	3	-1
42	0	104	-2	-1	-1
43	0	93	10	0	-3
44	nt	128	nt	-3	nt
45	-1	99	1	-6	4

# Molecules from the list above that contain a cyano group (2):
item	SMILES	ABHD5 PLIN5 PPI	aDG glyco act	TLR9-MyD88 inh	NOD2 RIPK2 PPI	MC4R barr agon
24	CC(C)Cc1nc(N2CCN(C(=O)C(C)C)CC2)c(C#N)c2c1CCC2	2	0.3	-6	3	0.8
33	CSc1ccc(C#N)cc1NC(=O)c1cccc(Cl)c1	-1	0.4	8	-3	-0.9

item	Glyco luc inh	ABCB6 inh MLPCN	Vif inh	Granule exo inh	MC4R antag cAMP
24	-1	95	-16	-3	5
33	-3	97	nt	-1	4

# A few values from the list:
# cpd 4 – NOD2 RIPK2 PPI = 4
# cpd 11 – aDG glyco act = -0.1
# cpd 14 – aDG glyco act = 4.4

# The results go on.
item	SMILES	ABHD5 PLIN5 PPI	aDG glyco act	TLR9-MyD88 inh	NOD2 RIPK2 PPI	MC4R barr agon
46	CCc1ccccc1NC1c2ccccc2C(=O)N1c1cccnc1 (configuration not stated)	0	1.1	1	-6	-1.2
47	COc1ccc(-c2c(C(F)(F)F)nn(C)c2NC(=O)c2cccnc2)cc1	2	-0.1	nt	4	-0.8
48	O=C1C=CC(=O)N1c1ccccn1	-1	0.8	5	4	-2.4
49	CNC(=O)CSc1nnnn1-c1ccc2c(c1)OCCO2	0	-0.2	7	-3	-1.8
50	O=C(NC(NCC1CCCO1)C(Cl)(Cl)Cl)c1cccc2ccccc12 (configuration not stated)	6	0.0	-3	5	-0.7
51	O=C1C(=O)N(CCN2CCOCC2)C(c2cccc(Cl)c2)/C1=C(/O)c1ccc2c(c1)OCO2 (configuration not stated)	1	-0.2	-5	-13	-2.5
52	CS(=O)(=O)Nc1ccc(C(=O)N2CCN(c3ccccc3)CC2)cc1	0	0.3	-9	-8	2.5
53	COCCNC(=O)c1cccc2c(-c3cccc(C(N)=O)c3)coc12	1	-0.1	nt	-8	-0.7
54	CCOC(=O)CNC(=O)C(CO)NC(=O)OCc1ccccc1 (configuration not stated)	-1	0.2	-6	0	-0.5
55	O=C(O)CCCCCCCCCC[n+]1ccccc1	2	-0.2	2	-6	-0.5
56	O=C(NCc1ccco1)c1cccc(-c2ccc3nccn3c2)c1	12	0.0	nt	5	-1.9

item	Glyco luc inh	ABCB6 inh MLPCN	Vif inh	Granule exo inh	MC4R antag cAMP
46	3	90	-6	-4	-5
47	-1	103	-5	-5	6
48	0	100	0	-13	2
49	1	97	2	5	1
50	3	99	-3	-3	2
51	1	100	-8	?	6
52	1	94	18	-2	0
53	6	97	5	-5	5
54	1	114	nt	-1	17
55	1	97	nt	-3	5
56	-1	91	-7	-4	-13

# High-throughput results deposited in PubChem by several laboratories.
